Source: PubChem BioAssay (several laboratories)
CSN inh: inhibitors of CSN-mediated cullin deneddylation, primary screen, biochemical, fluorescence polarization, uHTS. COP9 signalosome complex subunit 5 (Homo sapiens), Q92905. Purified CSN, SCF-Nedd8-OG deneddylation. inhibition, % at 12.5 µM. 360,000 tested, 0.38% active;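 active = pattern-corrected inhibition above about 35%, with an unprinted fluorescence ratio check between 0.5 and 1.5, limit read from the data, passing the limit was not always enough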;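 note: 0% = enzyme with substrate and 100% = substrate without enzyme; some results filed as inactive read as strong as hits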
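Assay system: Purified human Csn5 enzyme expressed in HEK293T cells | Amount: Enzyme 0.24 nM | Measured by: Fluorescence polarization readout | Medium: Tris/NaCl/DTT buffer, pH 7.5 | Compound dosing: One concentration, 12.5 µM, 0.25% DMSO | Times: 90 min incubation of compound, enzyme and substrate at room temperature | Control set: no-enzyme wells high, enzyme-with-substrate wells low | Read-out: % inhibition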
FAS-TE inh: FAS thioesterase domain inhibitors, primary screen, biochemical, fluorescence intensity, uHTS. inhibition, % at 15 µM. Fatty acid synthase (Homo sapiens), P49327. AID 602261, 2012. recombinant FAS-TE, OMFH fluorogenic substrate, fluorescence endpoint. 360,000 tested, 0.67% active;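 active = compounds whose normalised, plate-corrected inhibition of enzyme fluorescence in the single-dose primary screen is 50% or more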;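 note: 0% = DMSO with enzyme and 100% = substrate without enzyme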
MsrA act: bovine MsrA enzyme activators, primary screen, biochemical, absorbance, HTS | Methionine sulfoxide reductase A (Bos taurus) | purified bovine MsrA, absorbance read-out | activation, % at 10.6 µM | 360,000 tested, 0.3% active; in the data active = activation above about 7.5%;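 note: 0% = vehicle and 100% = reference activator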
PABP1 MLLE inh: inhibitors of PABP1 MLLE–PAM2 peptide binding, primary screen, biochemical, fluorescence polarization, FITC-PAM2, GST-MLLE; AID 588489, 2011; inhibition, % at 20 µM; 360,000 tested, 0.36% active; in the data active = inhibition above about 35%, passing the limit was not always enough;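 note: plate controls were DMSO wells with GST-MLLE for no effect and wells lacking GST-MLLE protein for full effect; some results filed as inactive read as strong as hits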
E coli Lon inh: inhibitors of E. coli Lon protease, primary screen, biochemical, fluorescence polarization; 360,000 tested, 0.42% active; AID 602123, 2011; P0A9M0; purified E. coli Lon protease; inhibition, % at 7.94 µM; in the data active = inhibition above about 13%, passing the limit was not always enough;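 note: 0% = enzyme with probe and DMSO and 100% = no enzyme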
Target sequence (P0A9M0 whole entry, looked up): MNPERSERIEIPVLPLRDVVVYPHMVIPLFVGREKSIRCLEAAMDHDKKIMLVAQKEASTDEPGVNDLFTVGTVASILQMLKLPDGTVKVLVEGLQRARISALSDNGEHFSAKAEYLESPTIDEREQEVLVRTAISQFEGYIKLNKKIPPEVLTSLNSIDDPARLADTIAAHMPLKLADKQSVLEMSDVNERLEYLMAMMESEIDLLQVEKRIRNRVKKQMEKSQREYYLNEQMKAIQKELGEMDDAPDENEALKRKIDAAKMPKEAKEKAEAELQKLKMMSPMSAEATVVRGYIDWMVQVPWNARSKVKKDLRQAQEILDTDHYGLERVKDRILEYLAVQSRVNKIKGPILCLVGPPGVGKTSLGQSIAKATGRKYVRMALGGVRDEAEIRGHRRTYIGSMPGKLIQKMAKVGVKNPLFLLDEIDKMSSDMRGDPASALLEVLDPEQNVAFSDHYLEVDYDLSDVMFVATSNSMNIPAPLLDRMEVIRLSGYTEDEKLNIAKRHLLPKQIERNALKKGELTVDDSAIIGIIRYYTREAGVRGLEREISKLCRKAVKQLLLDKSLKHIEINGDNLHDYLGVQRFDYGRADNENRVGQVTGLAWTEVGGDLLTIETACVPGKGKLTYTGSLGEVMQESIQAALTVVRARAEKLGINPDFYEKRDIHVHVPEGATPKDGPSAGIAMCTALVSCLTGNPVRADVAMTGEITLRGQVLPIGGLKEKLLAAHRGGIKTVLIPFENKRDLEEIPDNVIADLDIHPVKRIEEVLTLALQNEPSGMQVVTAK
MsrA inhibitor: bovine MsrA enzyme inhibitors, primary screen, biochemical, absorbance, HTS | Methionine sulfoxide reductase A (Bos taurus) | purified bovine MsrA, absorbance read-out | inhibition, % at 15.5 µM | 360,000 tested, 0.75% active; in the data active = inhibition above about 4.5%;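 note: 0% = vehicle wells with enzyme and 100% = reference inhibitor wells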
Rin1 Abl inh: inhibitors of Rin1-Abl protein binding, primary screen, biochemical, TR-FRET | Tyrosine-protein kinase ABL1 (Homo sapiens) + Ras and Rab interactor 1 (Homo sapiens), … | inhibition, % at 7.35 µM | 360,000 tested, 0.4% active | AID 588664, 2011; in the data active = inhibition above about 5%, passing the limit was not always enough
TbMetRS inhib: T. brucei MetRS inhibitors, primary screen, biochemical, luminescence; methionyl-tRNA synthetase (Trypanosoma brucei brucei); purified T. brucei MetRS, ATP depletion, Kinase-Glo luminescence; inhibition, % at 11.9 µM; 360,000 tested, 0.4% active;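 active = inhibition above a per-plate cutoff of the control wells' mean inhibition plus 3 SD, cut at about 5.5% in these data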;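 note: 0% = DMSO wells median and 100% = median of wells with control inhibitor compound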
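Test system – parasite MetRS enzyme · Reagent – substrates ATP, L-methionine and bulk Escherichia coli tRNA · Doses – 11.9 µM compound single dose, 0.9% DMSO · Times – 15 min enzyme-compound preincubation, 2 h reaction, 10 min detection, 25 °C · Signal – Kinase-Glo luminescence, ATP depletion format · Controls – DMSO-only wells as low control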
Neddyl block: inhibitors of cullin neddylation, primary screen, biochemical, TR-FRET, uHTS, NAE and Ubc12. 360,000 tested, 0.58% active. calls only at 25 µM. NEDD8-conjugating enzyme Ubc12 (Homo sapiens) + NEDD8-activating enzyme E1 regulatory …. AID 651699, 2012; in the data active = inhibition above about 36%
* marks the source's active call; other numbers are inactive results; i = inactive; x = no result given; & = joins results of further samples.

compound,CSN inh,FAS-TE inh,MsrA act,PABP1 MLLE inh,E coli Lon inh,MsrA inhibitor,Rin1 Abl inh,TbMetRS inhib,Neddyl block
COc1ccc2nc3ccccc3nc2c1N,20,-2,5,-1,7,-0.7,-3,-0.1,i
Cc1ccc2nc(-c3cccc(Br)c3)c(Cc3ccccc3)n2c1,-1,7,-5,-19,-16,-0.2,2,0.0,i
COC(=O)[C@@H](Cc1c[nH]c2ccccc12)NC(=O)c1cc(=O)[nH]c2ccccc12,-1,-7,-3,-8,-15,2.9,3,0.0,i
Cc1nc2nc[nH]n2c(=O)c1NC(=O)c1c(-c2ccccc2Cl)noc1C,-2,-5,-5,-1,-6,-1.1,-2,-1.5,i
COc1ccc(CCN2CC(C(=O)NCC3(O)CCCCC3)CCC2=O)cc1 (stereo not drawn),-1,-8,-8,-11,-7,1.3,1,-0.2,i
Cc1ccc2nc(-c3cccc(SC4CCCCC4)c3)c(NC3CCCCC3)n2c1,5&-1,18&20,-7&-5,-7,0&-8,0.1&1.1,3,-0.4&-1.1,i
CC12CCC(c3c(C(=O)O)nn(-c4ccccc4)c31)C2(C)C (stereo not drawn),2,-11,-9,5,-5,-0.8,-3,-1.1,i
CCC(C(=O)OCC(=O)Nc1ccc(OC)cc1OC)c1ccccc1 (stereo not drawn),0,8,-11,8,3,0.2,0,-1.5,i
O=C(N=C1SC2CS(=O)(=O)CC2N1c1cccc(Cl)c1)C1CCCO1 (stereo not drawn),8,-5,0,-3,-11,-0.4,1,-0.3,i
Cc1ccc(C(=O)N/C(=C\c2ccco2)C(=O)NCCN2CCOCC2)cc1C,2,-4,-8,-1,2,1.3,-3,0.0,i
COc1ccccc1C1C(C(N)=O)=C(C)Nc2nc(-c3ccccc3Cl)nn21 (stereo not drawn),-1,-1,-2,-9,-5,0.2,-2,-0.1,i
Cc1cc([N+](=O)[O-])nn1CC(=O)Nc1cccc2nonc12,-1,5,-3,6,-9,1.2,0,0.3,i
Cc1ccc(S(=O)(=O)N(C)C[C@H]2OCc3cnnn3CCCC(=O)N([C@H](C)CO)C[C@H]2C)cc1,2,-12,-8,4,-3,0.8,-1,-1.7,i
Cc1cccc(NC(=O)Nc2cc(C)on2)c1,6,3,-2,-8,3,0.2,-3,0.3,i
COc1cccc(NC(=S)Nc2cc(C(=O)O)ccc2N2CC3CC(C2)c2cccc(=O)n2C3)c1 (stereo not drawn),-4,0,-3,26,-10,1.4,4,0.1,i
CC(=O)N1CCc2cc(S(=O)(=O)NCCC(=O)NC3CCCc4ccccc43)ccc21 (stereo not drawn),5,-1,-2,4,-9,2.0,2,-0.1,i
CN1C(=O)[C@H]2[C@@H](c3ccccc3)N[C@]3(CCCN(Cc4ccc(F)cc4)C3=O)[C@H]2C1=O,0,-7,-4,3,-5,1.1,-1,-0.5,i
CCOc1ccccc1OCCC(=O)N1CCN(S(=O)(=O)c2ccccc2[N+](=O)[O-])CC1,1,10,-9,-10,2,0.7,2,-0.2,i
CCOC(=O)c1[nH]cnc1C(=O)Nc1ccc(F)cc1,-1,-3,-1,-6,-6,-0.5,-1,-0.6,i
O=C(Nc1cccc(F)c1)Nc1ccnn1C1CCN(C(=O)CCN2CCCO2)CC1,1,-6,-2,2,-12,-0.4,-1,-0.2,i
COc1ccc(CN2CCN(S(=O)(=O)c3ccc(NC(C)=O)cc3)CC2)cc1OC,2,-1,-1,2,6,-0.5,3,-0.4,i
O=C(NNC1CC(=O)N(c2ccccc2)C1=O)c1cccnc1 (stereo not drawn),3,-9,-3,4,-1,0.2,-2,-0.5,i
CC(=O)c1ccc(OCC(O)COc2ccc(C(C)=O)cc2)cc1,-2,-5,-2,12,0,-0.5,1,-0.3,i
Clc1cccc(-c2nc(NCCCN3CCOCC3)c3ccccc3n2)c1,3,7,-4,5,1,-0.8,3,-1.6,i
Cc1nn(-c2ccccc2)c(Cl)c1/C=N/NC(=O)c1ccco1,4,-7,-1,0,0,1.2,-1,0.4,i
O=C(COC(=O)Cn1cnc2ccccc21)Nc1ccccc1C(F)(F)F,-8,-8,-2,-4,5,0.6,-2,-0.3,i
Cc1c(C(=O)N2CCCC(C)(C(=O)NS(=O)(=O)C3CC3)C2)oc2ccccc12 (stereo not drawn),-4,-6,-8,6,-5,-1.6,-5,-0.5,i
O=C(N/N=C1\CCc2ccccc21)c1ccccc1O,-18,-10,-14,-9,5,1.6,3,-0.6,i
CC1=C(CC[C@@H](C)CO)OC2CC3C4CCC5CC(O)CCC5(C)C4CC(=O)C3(C)C12 (stereo partly drawn),0,2,0,-12,-8,1.8,1,-0.3,i
CCn1cc(C(=O)N[C@H](C(=O)NCCO)C(C)C)c(=O)c2cc3c(cc21)OCO3,-2,-8,-7,8,-1,0.3,-2,0.7,i
CCC1(C)N(O)C(C)(C)C(c2ccc(F)cc2)=[N+]1[O-] (stereo not drawn),2,-2,-3,-1,-1,-1.2,-3,0.4,i
CCOC(=O)C1=CCN(S(=O)(=O)c2ccc(Cl)cc2)C1c1ccccc1 (stereo not drawn),5,26,-5,-18,3,0.4,3,-1.1,i
Cc1csc2ncc(C(=O)N3CCc4ccccc43)c(=O)n12,2,-2,-1,1,-1,3.6,-2,0.0,i
CCOC(=O)C1(Cc2ccc(OC)cc2)CCN(C(=O)c2cccc3nccnc23)CC1,4,-11,-10,-2,7,1.6,-2,-1.2,i
Cc1ccc(C(=O)Nc2ccc3c(c2)OCO3)cc1Cl,9,5,-3,-5,2,0.5,0,-0.1,i
NC(=O)C1CCN(c2ccc(C(F)(F)F)cn2)CC1,3,-7,-2,14,-3,-0.1,-1,-0.5,i
COc1ccccc1CCC(=O)OCC(=O)NC1CC1,4,-9,0,2,-9,1.0,6,-0.3,i
Cn1c(=O)c(C(=O)CN2CCN(Cc3ccc4c(c3)OCO4)CC2)c(N)n(Cc2ccccc2)c1=O,9,0,0,-11,-4,3.5,0,0.1,i
Cc1ccccc1CN1CCCNC1=O,-12,-5,-3,-10,6,-0.8,-1,-0.7,i
COc1ccc(CN2CCN(S(=O)(=O)c3ccc(C)cc3)CC2)cc1OC,-3,-2,-7,-9,15,0.7,0,-0.6,i
CCN(CC)S(=O)(=O)c1cccc(NC(=O)CCNC(=O)c2ccc([N+](=O)[O-])cc2)c1,0,13,0,1,-2,0.4,-7,0.0,i
COc1cc(/C=N/NC(=O)c2ccc(NS(=O)(=O)c3cccs3)cc2)cc(OC)c1O,-1,-4,-5,3,-3,6.5*,3,-0.4,i
Cn1c(CCN2CCN(c3ccccn3)CC2)nc2cc(NS(=O)(=O)c3ccccc3)ccc21,2,-4,0,-4,-6,0.0,2,-0.1,i
O=C(CCCCl)NC(=S)Nc1cc(C(F)(F)F)ccc1N1CCOCC1,0,34,-3,20,-16,-0.5,-3,-0.5,i
COc1cc(C2/C(=C(\O)c3ccc4c(c3)OCCO4)C(=O)C(=O)N2Cc2ccccc2)ccc1O (stereo not drawn),1,-5,-4,4,1,0.8,2,-0.5,i
COc1cc(C2c3[nH]c4ccccc4c3C[C@@H]3C(=O)N(Cc4ccco4)CC(=O)N23)cc(OC)c1OC (stereo partly drawn),4,2,-4,3,8,0.0,0,0.2,i
CCN1C(=O)N[C@@H](c2ccc(Br)cc2)C(C(C)=O)=C1C,-1,-9,5,-2,-12,0.8,1,-0.2,i
CC(=O)[C@@]1(O)C(C)CC2C3C=C(C)C4=Cc5c(cnn5-c5ccccc5)C[C@]4(C)C3C(O)C[C@@]21C (stereo partly drawn),1,20,-3,0,-11,0.5,1,-1.0,i
O=C(Nc1ccccc1C(=O)N1CCCC1)c1cccc(S(=O)(=O)N2CCCCC2)c1,-1,-1,2,-2,-9,0.4,3,-0.2,i
CN(C)CCNc1oc(-c2ccccc2F)nc1C#N,-4,-4,-4,0,-5,2.8,0,-0.5,x
Cc1c(C(=O)NCC2CCCO2)sc2nc(-c3ccccc3)cn12 (stereo not drawn),0,-5,-2,-3,-16,0.2,0,-0.5,i
O=C(Cn1sc2ccccc2c1=O)Nc1ccccc1,-5,-7,7.7*,23,16,0.2,-6,-0.7,i
CCCCn1c(N)c(NCCC)c(=O)[nH]c1=O,-5,-12,-3,20,6,-0.5,-1,0.0,i
CC(C)(C)c1[nH]ncc1[N+](=O)[O-],0,-11,-8,0,5,-0.8,4,-0.7,i
CCOc1cc(C2NC(=O)N(C)C(C)=C2[N+](=O)[O-])ccc1OC(C)=O (stereo not drawn),0,-2,-4,-14,-4,1.8,0,0.2,i
Cc1ccc(C)c(OCc2nc3ccc(S(=O)(=O)Nc4c(C)n(C)n(-c5ccccc5)c4=O)cc3[nH]2)c1,-4,-6,0,10,10,-0.1,5,4.2,i

Given with values under each structure: part of the list above
Each structure is followed by: CSN inh | FAS-TE inh | MsrA act | PABP1 MLLE inh | E coli Lon inh | MsrA inhibitor | Rin1 Abl inh | TbMetRS inhib | Neddyl block
O=C(Nc1ccccc1C(=O)N1CCCC1)c1cccc(S(=O)(=O)N2CCCCC2)c1
 : -1 | -1 | 2 | -2 | -9 | 0.4 | 3 | -0.2 | i
CN(C)CCNc1oc(-c2ccccc2F)nc1C#N
 : -4 | -4 | -4 | 0 | -5 | 2.8 | 0 | -0.5 | x
Cc1c(C(=O)NCC2CCCO2)sc2nc(-c3ccccc3)cn12 (stereo not drawn)
 : 0 | -5 | -2 | -3 | -16 | 0.2 | 0 | -0.5 | i
O=C(Cn1sc2ccccc2c1=O)Nc1ccccc1
 : -5 | -7 | 7.7* | 23 | 16 | 0.2 | -6 | -0.7 | i
CCCCn1c(N)c(NCCC)c(=O)[nH]c1=O
 : -5 | -12 | -3 | 20 | 6 | -0.5 | -1 | 0.0 | i
CC(C)(C)c1[nH]ncc1[N+](=O)[O-]
 : 0 | -11 | -8 | 0 | 5 | -0.8 | 4 | -0.7 | i
CCOc1cc(C2NC(=O)N(C)C(C)=C2[N+](=O)[O-])ccc1OC(C)=O (stereo not drawn)
 : 0 | -2 | -4 | -14 | -4 | 1.8 | 0 | 0.2 | i
Cc1ccc(C)c(OCc2nc3ccc(S(=O)(=O)Nc4c(C)n(C)n(-c5ccccc5)c4=O)cc3[nH]2)c1
 : -4 | -6 | 0 | 10 | 10 | -0.1 | 5 | 4.2 | i
